Compound activity deposited in PubChem BioAssay by several laboratories.
phage Ecoli inh – E. coli growth loss with phage present; growth absorbance; inhibition, % at 11.9 µM; hit rate 0.26% among 360,000; AID 651602; in the data active means inhibition above about 11%
MOR-DOR inv ag – inverse agonists of human mu-delta opioid receptor heterodimerization | hit rate 0.21% among 340,000 | P35372+P41143 | cell-based MOR-DOR heterodimer luminescence, inverse agonism | AID 504357 | inhibition, % at 9.3 µM; in the data active means inhibition above about 22%, passing the limit was not always enough;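 further: 0% = cells with DMSO and 100% = wells without cells with DMSO; values of inactives mirror those of a sister screen read the other way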
Target sequence (P35372 whole entry, looked up): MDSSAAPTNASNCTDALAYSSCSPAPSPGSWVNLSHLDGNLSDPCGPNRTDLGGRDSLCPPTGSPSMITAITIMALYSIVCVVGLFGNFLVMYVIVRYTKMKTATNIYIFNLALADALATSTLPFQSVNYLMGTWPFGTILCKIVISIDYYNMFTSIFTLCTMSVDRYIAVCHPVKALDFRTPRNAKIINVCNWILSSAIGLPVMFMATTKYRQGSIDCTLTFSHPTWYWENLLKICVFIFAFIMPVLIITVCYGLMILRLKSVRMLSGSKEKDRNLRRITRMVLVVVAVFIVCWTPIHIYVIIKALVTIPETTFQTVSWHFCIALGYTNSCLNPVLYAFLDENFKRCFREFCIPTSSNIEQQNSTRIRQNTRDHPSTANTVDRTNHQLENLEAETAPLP
Target sequence (P41143 whole entry, looked up): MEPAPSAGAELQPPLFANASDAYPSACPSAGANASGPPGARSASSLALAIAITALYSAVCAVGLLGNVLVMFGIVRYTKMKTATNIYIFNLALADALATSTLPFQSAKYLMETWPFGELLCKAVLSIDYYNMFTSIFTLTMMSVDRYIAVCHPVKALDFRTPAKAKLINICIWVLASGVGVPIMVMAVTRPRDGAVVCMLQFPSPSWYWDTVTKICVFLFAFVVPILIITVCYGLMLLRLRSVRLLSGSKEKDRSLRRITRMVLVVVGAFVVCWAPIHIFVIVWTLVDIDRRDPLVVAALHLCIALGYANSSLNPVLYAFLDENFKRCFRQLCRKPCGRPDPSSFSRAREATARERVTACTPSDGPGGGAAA
HTR5A ag – counter-screen for OPRM1-OPRD1 agonists: human HTR5A agonism. P47898. HTR5A agonist assay, luminescence, cell-based. activation, % at 9.3 µM. hit rate 0.61% among 340,000. AID 504692; in the data active means activation mostly above about 9.5%, no sharp cut-off; inactive means mostly below about 7.6%;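 further: 0% = cells with vehicle only and 100% = reference agonist; strong numbers were not always called active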
OPRM1-OPRD1 ag – agonists of human mu-delta opioid receptor heterodimerization; P35372+P41143; cells, OPRM1-OPRD1 heterodimerization, luminescence; activation, % at 9.3 µM; hit rate 0.3% among 340,000; in the data active means activation above about 18%;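 further: 0% = vehicle-treated cells and 100% = reference agonist; values of inactives mirror those of a sister screen read the other way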
DSG3 Ab inh – inhibitors of pemphigus antibody binding to human desmoglein-3; hit rate 0.48% among 310,000; DSG3-coupled beads, scFv-anti-DSG3-GFP binding, flow cytometry; hits give low values; binding (percent of control), % at 10 µM;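 active means binding more than 3 SD below its plate's average and above zero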;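 further: hits lower antibody fragment binding to DSG3; some compounds called inactive have numbers as strong as hits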
HTR5A inv ag – HTR5A inverse agonism, opioid heterodimer counter-screen | P47898 | AID 504634 | hit rate 0.083% among 340,000 | inhibition, % at 9.3 µM | HTR5A cell line, luminescence; in the data active means inhibition mostly above about 23%, no sharp cut-off; inactive means mostly below about 18%;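 further: 0% = cells with DMSO and 100% = no-cell wells with DMSO; some compounds called inactive have numbers as strong as hits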
AddAB inh – less growth of phage-infected E. coli with AddAB | E. coli expressing H. pylori AddAB, absorbance growth | inhibition, % at 11.9 µM | hit rate 0.29% among 330,000; in the data active means inhibition above about 12%;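 further: 0% = vehicle wells of infected cells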
PKA-R1A activ – activates the PKA-R1A holoenzyme complex; P00514+P68181; PKA-R1A dissociation, Cy5-IP20 fluorescence polarization; scaled: DMSO 0%, 113 µM cGMP 100%; activation, % at 11.4 µM; hit rate 0.083% among 340,000;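 active means percent activation above the mean of all tested compounds plus 3 SD, cut at about 19% in these data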;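 further: higher means more PKAc released from R1A so a rise in polarization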
PfHsp90 set2 – growth inhibition of yeast expressing Plasmodium Hsp90 | hit rate 0.32% among 310,000 | S. cerevisiae expressing PfHsp90, BacTiter-Glo ATP, 48 h; yeast lacking PDR1 and PDR3 efflux regulators | inhibition, % at 9.4 µM | AID 504621;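 active means every replicate shows inhibition above about 80%, whatever the replicate mean, limit read from the data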;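 further: 0% = DMSO neutral controls and 100% = 20 µM radicicol positive controls; yeast relying on Plasmodium falciparum Hsp90 in place of its own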
SUMO Mot1 rescue – inhibitors of SUMOylation pathway: yeast Mot1-301 growth rescue. hit rate 1% among 320,000. growth rescue, % at 18.8 µM. S. cerevisiae Mot1-301 growth rescue, ATP luminescence, 38.5C; percent above DMSO median, 100 means doubled;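 active means every valid replicate shows activation above 250% relative to neutral control wells; inactive means the rest, any valid replicate at or below 250%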;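 further: OY570 slx delta 5 strain wells were the positive control but not used for scaling; some compounds called inactive have numbers as strong as hits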
E coli growth – bacterial growth inhibition, counter-screen for AddAB inhibitors. E. coli V3065 growth, OD600 absorbance, 18 h. inhibition, % at 11.9 µM. hit rate 0.27% among 330,000. AID 449728;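 active means inhibition above the campaign's mean inhibition across all tested compounds plus 3 SD, cut at about 9.9% in these data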;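 further: uninfected addAB+ strain grown without phage in ampicillin broth; 0% = DMSO wells and 100% = ciprofloxacin 0.95 µg/ml wells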
Active calls of the source: *; i = inactive; x = not tested or not shown.

SMILES	phage Ecoli inh	MOR-DOR inv ag	HTR5A ag	OPRM1-OPRD1 ag	DSG3 Ab inh	HTR5A inv ag	AddAB inh	PKA-R1A activ	PfHsp90 set2	SUMO Mot1 rescue	E coli growth
S=C(NC1CCCCC1)N1CCN(C2CCCCC2)CC1	2.0	-2	2	0.4	103	-5	2.9	4	5	117	2.2
O=C(COC(=O)C1CCC(=O)N1)Nc1ccccc1OC(F)F (centres undefined)	1.5	10	-3	-1.9	132	13	0.4	-11	-2	-12	0.1
N#Cc1c(N)nc2c(c1-c1ccc(F)cc1)CCC2	-0.1	12	-5	-2.4	98	8	0.3	3	9	23	-0.3
Cc1ccc(S(=O)(=O)NCC2CCC(C(=O)NCc3cccnc3)CC2)cc1 (centres undefined)	2.2	-4	3	0.7	113	-8	-0.2	-7	-3	1	-1.2
Nc1c(-c2ccc(Cl)cc2)cnn1-c1ccccc1	1.7	3	8	-0.6	103	-27	1.2	3	-12	-6	1.4
O=C(NCCc1ccccc1)C(=O)c1c(-c2ccccc2)[nH]c2ccccc12	2.4	5	7	-0.8	97	-22	-0.5	-17	12	-4	-0.4
CC(=O)Nc1cc(C(=O)OCC(=O)c2ccc(Cl)cc2Cl)ccc1C	2.2	24	-2	-4.8	x	5	2.3	1	x	581	1.2
Cc1ccnc(NS(=O)(=O)c2ccc(N3C(=O)c4c(Cl)c(Cl)c(Cl)c(Cl)c4C3=O)cc2)n1	3.1	14	-2	-2.7	101	-9	4.1	6	-10	0	3.8
c1ccc(-n2ncc3c(NCc4cccnc4)ncnc32)cc1	1.3	15	7	-2.8	97	-20	0.8	8	15	-9	-0.6
O=C(NC(=S)N1CCOCC1)c1cc2ccccc2o1	3.5	20	-3	-4.1	103	-2	1.0	4	0	3	-2.2
COc1ccc(-c2nn3c(-c4ccccc4)nnc3s2)cc1	-0.6	-7	6	1.4	99	-14	1.1	1	-11	-16	-1.4
O=C(O)c1ccc(CSc2nnc(COc3ccccc3)o2)cc1	4.4	10	3	-1.8	102	-8	0.8	-4	12	-11	-1.2
COc1ccc(-n2c(SCC(=O)Nc3ccccc3C)nc(O)c(Cc3ccccc3)c2=O)cc1	-0.9	18	5	-3.5	97	-13	0.7	-4	-16	-9	1.1
COc1cc(OC)c2ccc(=O)oc2c1C(CC(=O)N1CCOCC1)c1ccc2c(c1)OCO2 (centres undefined)	1.6	9	5	-1.6	103	-29	1.4	-9	-15	21	0.3
COCCCN(Cc1ccccn1)S(=O)(=O)Cc1ccccc1	3.4	5	4	-1.2	x	5	0.8	8	25	53	-1.7
Cc1ccc(/C=C2\SC(=O)N(CCC(=O)N3CCN(C)CC3)C2=O)cc1	-0.6	15	-7	-2.8	120	-18	4.1	-1	-3	i	-1.1
O=S(=O)(Cc1ccccc1Cl)NCCc1ccccc1	5.4	16	0	-3.4	101	-5	3.9	-11	-11	23	2.0
CCOc1ncccc1C(=O)Nc1cccc(-n2cnnn2)c1C	1.9	12	1	-3.0	96	3	0.0	-4	2	10	2.0
CNC(=O)C1CC(=O)N(c2ccc(OCC(=O)N3CCCC3)cc2)C1 (centres undefined)	0.3	-10	0	1.4	113	-29	4.1	-17	-5	164	0.9
CCN(CC)S(=O)(=O)c1ccc(C(=O)Nc2nnc(COC)o2)cc1	1.2	2	-1	-0.2	101	0	-2.6	5	-14	7	1.1
O=C(CC1CCCCC1)NCCOc1ccccc1	1.9	8	0	-1.5	100	0	-1.0	-8	-25	32	-3.4
N#Cc1cccnc1N1CCN(C(=O)c2ccco2)CC1	0.5	12	10	-2.2	112	2	2.7	-10	4	-32	-0.3
CN(CC1CCOCC1)C(=O)CC1C(=O)NCCN1Cc1ccc(Cl)c(F)c1 (centres undefined)	-0.3	-5	-1	1.0	99	3	-1.5	-5	14	x	-1.1
O=C(CCC(=O)c1ccc(Cl)cc1)NCc1ccccc1	-0.8	12	2	-2.2	99	-3	4.4	-3	5	-1	-1.1
COc1ccc(NC(=O)CN2C(=O)COc3ccccc32)cc1OC	2.1	4	8	-0.8	119	-30	4.1	8	9	626	0.3

Some of the entries so far, with two lines to a compound:
Value order: phage Ecoli inh, MOR-DOR inv ag, HTR5A ag, OPRM1-OPRD1 ag, DSG3 Ab inh, HTR5A inv ag, AddAB inh, PKA-R1A activ, PfHsp90 set2, SUMO Mot1 rescue, E coli growth
- O=C(CC1CCCCC1)NCCOc1ccccc1
    1.9, 8, 0, -1.5, 100, 0, -1.0, -8, -25, 32, -3.4
- N#Cc1cccnc1N1CCN(C(=O)c2ccco2)CC1
    0.5, 12, 10, -2.2, 112, 2, 2.7, -10, 4, -32, -0.3
- CN(CC1CCOCC1)C(=O)CC1C(=O)NCCN1Cc1ccc(Cl)c(F)c1 (centres undefined)
    -0.3, -5, -1, 1.0, 99, 3, -1.5, -5, 14, x, -1.1
- O=C(CCC(=O)c1ccc(Cl)cc1)NCc1ccccc1
    -0.8, 12, 2, -2.2, 99, -3, 4.4, -3, 5, -1, -1.1
- COc1ccc(NC(=O)CN2C(=O)COc3ccccc32)cc1OC
    2.1, 4, 8, -0.8, 119, -30, 4.1, 8, 9, 626, 0.3

Going on with the list.
SMILES	phage Ecoli inh	MOR-DOR inv ag	HTR5A ag	OPRM1-OPRD1 ag	DSG3 Ab inh	HTR5A inv ag	AddAB inh	PKA-R1A activ	PfHsp90 set2	SUMO Mot1 rescue	E coli growth
CCN(CC)c1ccc(NC(=S)NC(=O)Cc2ccccc2)cc1	0.0	-8	-1	1.4	103	5	1.3	-3	-3	80	2.5
Clc1cccc(Nc2ncnc3ccc(Br)cc23)c1	2.1	-37	2	6.5	104	-4	4.1	-7	5	184	0.8
Fc1ccc(CNc2ccc(N3CCN(Cc4ccccc4)CC3)cc2)cc1	-0.6	-38	1	8.0	98	-5	0.2	5	-28	91	2.1
Nc1c(C(=O)NC2CCCC2)sc2nc(-c3cccs3)ccc12	3.1	-6	0	0.9	94	1	4.2	-9	-3	x	0.8
COc1ccc(-c2cn(-c3ccc(C)c(Cl)c3)c(=S)[nH]2)cc1OC	3.1	-23	12*	4.6	95	-43	-0.4	-18	-6	-4	1.6
CC(=O)[C@H]1CC[C@H]2[C@@H]3C=CC4=CC(=O)CC[C@@]4(C)[C@@H]3CC[C@]12C	3.8	9	-1	-1.7	100	4	1.8	-2	-6	-5	-0.9
COc1cc2c(cc1N/C=C(\C#N)c1nc(-c3ccccc3)cs1)oc1ccccc12	1.5	11	-2	-2.3	109	1	-0.8	2	x	-15	-1.8
COc1ccccc1NCCC(=O)OCC(=O)Nc1cc([N+](=O)[O-])ccc1F	2.9	11	-5	-2.2	110	18	-1.3	-6	13	39	-1.2
COc1ccccc1Cn1c(=S)[nH]c2cc(C(=O)N3CCN(c4ccccc4OC)CC3)ccc2c1=O	2.5	2	2	-0.3	102	1	2.5	7	4	6	0.1
COc1ccc(NS(=O)(=O)c2cccc(NC(=O)COc3ccccc3[N+](=O)[O-])c2)cc1	0.7	-16	-2	3.2	98	7	0.1	-5	1	-3	-1.2
O=C(O)c1cccc(NS(=O)(=O)c2cccc3nsnc23)c1	3.9	-7	0	1.3	118	12	0.1	4	16	8	-1.6
Nc1c(C(=O)O)sc2nc3c(cc12)CCCC3	-2.7	x	x	x	104	x	-1.3	x	x	-1	-3.2
CN(C)/C=C(\C(=O)c1cccc(Cl)c1)c1nnnn1-c1ccccc1	3.3	13	0	-2.5	104	1	1.3	-1	10	481	1.8
Cc1ccc(C(C)C)c(OCC(=O)OCc2c(C)noc2C)c1	0.6	-23	1	3.9	102	3	-0.1	10	-29	18	-1.3
O=C(CSc1nnc(-c2ccc(F)cc2)o1)NC1CCCCC1	3.3	12	6	-2.2	108	18	0.9	-4	-9	14	-1.0
CN(C)c1nc(OCCOC(=O)Nc2ccc(Cl)cc2Cl)nc(N(C)C)n1	x	-28	8	5.1	99	-28	0.3	-3	30	12	2.2
O=C(CCN1CCN(CCO)CC1)Nc1ccccc1	-0.2	8	-2	-1.6	130	8	-0.2	6	-5	-6	-2.2
Cn1c2ccccc2c2ncn(Cc3ccc(F)cc3)c(=O)c21	-0.1	12	-4	-2.4	115	1	3.6	-6	-5	-11	3.4
O=C(NCC(=O)N1CCN(S(=O)(=O)c2cccs2)CC1)c1ccc(Cl)cc1	3.0	7	3	-1.5	100	-24	2.3	4	5	5	-0.7
N#CC(=C=[N-])C1=C(C#N)C(c2ccccc2F)C([n+]2ccccc2)C(O)(C2CC2)N1 (centres undefined)	0.2	8	0	-1.4	103	25	1.2	-3	-5	0	0.5
CCCCNC(=O)C1CC(c2ccccc2[N+](=O)[O-])=NO1 (centres undefined)	3.1	18	5	-3.1	x	2	2.0	-4	-11	150	-3.1
O=C(NCc1ccc(Cl)cc1)C1CCN(C(=O)c2ccco2)CC1	3.3	8	1	-1.2	101	-3	1.2	3	-6	-2	-2.3
COc1cc(F)c(C(=O)NC(C)(C)CO)cc1OC	-1.0	13	-2	-2.3	99	-18	2.4	-2	5	8	-0.2
O=C(C1=C(O)C(=O)N(CC2CCCO2)C1c1ccccc1Cl)c1ccco1 (centres undefined)	2.6	-16	6	1.9	118	-16	0.2	2	-5	22	-2.3
O=C(CN1C(=O)NC2(CCCCC2)C1=O)Nc1ccc(S(=O)(=O)N2CCOCC2)cc1	1.9	14	0	-2.4	x	-26	-2.7	2	0	-7	-1.6
CC(C)N(C)Cc1nnnn1CC(=O)N(C)Cc1ccc(F)cc1	0.4	0	-1	0.1	118	4	2.8	6	21	0	0.0
COc1ccccc1N(CC(=O)N/N=C/c1ccc(SC)cc1)S(C)(=O)=O	2.5	14	-3	-2.5	117	8	-0.3	5	3	-3	-2.3
Cc1ccc(S(=O)(=O)N2CCCC2)cc1C(=O)N1CCN(Cc2ccccc2)CC1	0.5	11	1	-1.7	98	-2	3.0	7	-22	10	-0.9
Cc1ccccc1NC(=O)c1cc2ccccn2n1	2.2	10	8	-1.9	87	-23	4.4	-8	-19	41	1.6
COC(=O)C(Cc1cnc(Cl)s1)(C(=O)OC)c1ccc([N+](=O)[O-])cc1[N+](=O)[O-]	3.7	-15	2	2.7	99	-8	3.7	-6	2	7	1.9

Part of the list above, as a markdown table.
| mol | phage Ecoli inh | MOR-DOR inv ag | HTR5A ag | OPRM1-OPRD1 ag | DSG3 Ab inh | HTR5A inv ag | AddAB inh | PKA-R1A activ | PfHsp90 set2 | SUMO Mot1 rescue | E coli growth |
| --- | --- | --- | --- | --- | --- | --- | --- | --- | --- | --- | --- |
| Cn1c2ccccc2c2ncn(Cc3ccc(F)cc3)c(=O)c21 | -0.1 | 12 | -4 | -2.4 | 115 | 1 | 3.6 | -6 | -5 | -11 | 3.4 |
| O=C(NCC(=O)N1CCN(S(=O)(=O)c2cccs2)CC1)c1ccc(Cl)cc1 | 3.0 | 7 | 3 | -1.5 | 100 | -24 | 2.3 | 4 | 5 | 5 | -0.7 |
| N#CC(=C=[N-])C1=C(C#N)C(c2ccccc2F)C([n+]2ccccc2)C(O)(C2CC2)N1 (centres undefined) | 0.2 | 8 | 0 | -1.4 | 103 | 25 | 1.2 | -3 | -5 | 0 | 0.5 |

An unsorted share of the library; overall some 3.2% were active at least once.
